Screening data deposited in PubChem BioAssay by several laboratories.
TNAP act hi DEA – TNAP (human) activation, high acceptor. P05186. purified TNAP, CDP-star luminescence, 1 M DEA, 30 min; hits give high values; 0 = EDTA background, 1 = DMSO-only activity. activation factor at 20 µM. 200,000 tested, under 10 active. AID 1136;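 active = activation factor at least 2 at 20 µM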
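Measured by: Luminescent substrate turnover signal | Test system: Human TNAP | Input: TNAP 1/800 final | Dosing: 20 µM single point | Schedule: 30 min, room temperature | Controls: EDTA wells as negative control, DMSO wells as positive control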
STAT3 act – activators of IL-6 induced STAT3 signaling; U3A cells, IL-6 STAT3-luciferase reporter, luminescence; 100% = signal with IL-6 EC80 alone; activation (% of control), % at 5.6 µM; 0.91% of 190,000 active; AID 871;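 active = activation above the screen-wide mean of compound activation plus 3 SD, cut at about 130% in these data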;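 note: 0% = background luminescence of wells with medium and substrate only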
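system = STAT3-luciferase reporter U3A cells | reagent = IL-6 stimulus at 33 ng/mL final | timing = 1 h compound pre-exposure, 6 h IL-6 stimulation, 37 °C | measured by = luminescence | evaluation = % activation versus median of IL-6-stimulated wells | control set = IL-6-only wells as 100% reference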
STAT3 blocker – STAT3 signaling inhibition. U3A cells, IL-6 STAT3-luciferase reporter, luminescence; host cell line lacks STAT1. 0.89% of 190,000 active. inhibition, % at 5.5 µM. AID 862;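 active = inhibition above the mean inhibition across all screened compounds plus 3 SD, cut at about 44% in these data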;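 note: 0% = DMSO only wells and 100% = 100 µM nifuroxazide control wells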
PPARg SRC-1 ag – agonists of human PPARgamma SRC-1 coactivator recruitment. PPARgamma-SRC-1 coactivator recruitment biochemical assay. activation, % at 8 µM. 0.41% of 200,000 active. P37231; in the data active = activation above about 19%;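 note: 0% = DMSO and 100% = reference agonist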
Target sequence (P37231 whole entry, looked up): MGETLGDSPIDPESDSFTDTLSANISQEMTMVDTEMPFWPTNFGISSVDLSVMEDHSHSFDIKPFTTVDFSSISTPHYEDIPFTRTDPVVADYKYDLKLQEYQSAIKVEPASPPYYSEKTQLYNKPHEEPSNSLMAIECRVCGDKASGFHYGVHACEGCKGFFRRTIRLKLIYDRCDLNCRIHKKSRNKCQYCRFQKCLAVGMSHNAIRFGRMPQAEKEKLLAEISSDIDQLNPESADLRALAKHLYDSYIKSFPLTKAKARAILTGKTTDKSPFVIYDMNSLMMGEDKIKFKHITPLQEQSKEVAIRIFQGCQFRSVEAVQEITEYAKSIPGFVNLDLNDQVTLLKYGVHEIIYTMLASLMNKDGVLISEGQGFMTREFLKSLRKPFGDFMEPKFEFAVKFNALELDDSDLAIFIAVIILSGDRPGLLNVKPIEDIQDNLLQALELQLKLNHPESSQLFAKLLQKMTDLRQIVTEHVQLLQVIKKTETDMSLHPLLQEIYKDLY
ROMK mod – modulates human ROMK potassium channel activity; B-score at 10 µM; 2% of 130,000 active; Tet-inducible ROMK, thallium flux fluorescence; actives lie on both sides;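 active = signal ratio slope over the read window, or its plate-corrected B-score, at least 3 SD from the plate mean, either direction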;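 note: B-score of the F/F0 ratio slope over 7 to 12 s after thallium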
Target sequence (P48048 whole entry, looked up): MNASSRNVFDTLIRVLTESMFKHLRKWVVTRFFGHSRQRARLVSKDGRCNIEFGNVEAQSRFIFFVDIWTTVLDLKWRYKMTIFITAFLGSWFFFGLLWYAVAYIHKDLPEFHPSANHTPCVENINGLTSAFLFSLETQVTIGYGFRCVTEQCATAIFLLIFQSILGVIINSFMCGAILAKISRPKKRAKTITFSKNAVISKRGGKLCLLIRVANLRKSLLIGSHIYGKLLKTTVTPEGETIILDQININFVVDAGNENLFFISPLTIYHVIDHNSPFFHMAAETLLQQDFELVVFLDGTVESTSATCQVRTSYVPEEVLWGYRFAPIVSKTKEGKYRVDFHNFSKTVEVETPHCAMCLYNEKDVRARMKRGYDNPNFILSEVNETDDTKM
bIAP activator – increases bovine intestinal alkaline phosphatase activity. 0.17% of 200,000 active. AID 1016. activation factor at 20 µM. purified bovine IAP, CDP-star luminescence, 30 min; hits give high values; fold of DMSO-control signal, blank-subtracted;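 active = activation factor of 2 or more at 20 µM, a signal rise over negative controls twice the positive control's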
STAT1 inh – STAT1 signaling inhibition. NIH 3T3 STAT1-luciferase reporter, IFN-gamma, luminescence. inhibition, % at 5.5 µM. 0.35% of 200,000 active;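 active = inhibition above a set limit, the mean inhibition across all tested compounds plus 3 SD, cut at about 34% in these data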;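 note: 0% = IFN-gamma with DMSO and 100% = IFN-gamma with 300 µM nifuroxazide; values of inactives mirror those of a sister screen read the other way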
TR-FRET SRC-2 ct – counter-screen for PPARgamma SRC-2 recruitment agonists: TR-FRET artefact; hits give high values; TR-FRET ratio at 8 µM; 0.4% of 200,000 active; AID 1049; in the data active = TR-FRET ratio above about 2000; note: inactives centre near 1500
PPARg SRC-3 ag – agonists of human PPARgamma SRC-3 coactivator recruitment; P37231; biochemical PPARgamma/SRC-3 coactivator recruitment assay; activation, % at 8 µM; 0.26% of 200,000 active; in the data active = activation above about 23%;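 note: 0% = DMSO and 100% = reference agonist; some compounds past the cut are filed as inactive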
bIAP inh – intestinal alkaline phosphatase (bovine) inhibition; purified bovine IAP, CDP-star luminescence, 30 min; inhibition, % at 20 µM; 190,000 tested, under 10 active;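 active = over 50% inhibition of intestinal alkaline phosphatase at 20 µM in the single-dose screen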
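test system = bovine IAP enzyme | medium = DEA buffer 100 mM, pH 9.8, with MgCl2 1.0 mM, ZnCl2 0.02 mM | detection = luminescence | dosing = single compound dose of 20 µM, 2% DMSO final | incubation = 30 min reaction at room temperature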
PPARg SRC-2 ag – promotes SRC-2 coactivator recruitment by human PPARgamma | P37231 | PPARgamma LBD-SRC-2 recruitment, biochemical | activation, % at 8 µM | 0.34% of 200,000 active | AID 1032; in the data active = activation above about 22%;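 note: 0% = vehicle and 100% = reference agonist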
The depositor's hits bear a star; / = no result given. These rows are one share of the data; rates above refer to the full screens.

Each structure is followed by: TNAP act hi DEA, STAT3 act, STAT3 blocker, PPARg SRC-1 ag, ROMK mod, bIAP activator, STAT1 inh, TR-FRET SRC-2 ct, PPARg SRC-3 ag, bIAP inh, PPARg SRC-2 ag
CCOC(=O)c1[nH]c(C)c(C(=O)N2CCC3(CC2)OCCO3)c1C
    1.1, 97, 8, 3, 0.72, 1, -2, 1514, -14, -5, -6
Clc1ccccc1C1NCc2ccccc2-n2cccc21 (stereo not drawn)
    1, 107, 5, 6, -1.2, 1, 4, 1562, 3, 3, -5
O=C(Cc1ccccc1)N1CCN(CC2CC3C=CC2C3)CC1 (stereo not drawn)
    1, 100, 0, 6, /, 1.1, -2, 1498, 4, -7, 2
Cc1ccc(NC2=NCCCS2)c(C)c1C
    1, 100, 3, 1, -0.35, 0.9, 10, 1373, 2, 12, -10
FC(F)(F)c1cccc(N2CCNCC2)c1
    1.1, /, /, -5, /, 0.9, /, 1457, 3, 10, 1
CCOC(=O)C(C)Oc1cc(C)cc2oc(=O)c3c(c12)CCCC3 (stereo not drawn)
    1, 96, 11, 2, -1.4, 1, 14, 1340, -1, 1, -4
Cc1ccc(C2=CCNCC2)cc1
    1.1, 94, 9, 3, 0.0046, 1, -3, 1556, 2, -3, -2
Cc1ccc(C2=NCC(=O)N(CC(=O)N3CCCCC3)c3sc(C)c(C)c32)cc1
    1, 91, 21, 3, /, 1, -3, 1678, 6, 5, 9
CN1/C(=C\C=C\C2=[N+](C)c3ccc4ccccc4c3C2(C)C)C(C)(C)c2ccccc21
    0.7, 20, 103*, 42*, /, 0.5, 72*, 3050*, 70*, /, 84*
c1ccc2c(c1)CNc1ccccc1O2
    1, 106, 2, 10, /, 0.8, 1, 1639, -1, 15, 11
CCCCCCC(N)CC(=O)O (stereo not drawn)
    1, 99, 5, -14, /, 0.9, 5, 1340, -16, 8, 5
Cc1cc(/C=C2/C(=O)NC(=O)N(C)C2=O)c(C)n1-c1ccccc1
    1, 90, 18, 8, -0.027, 0.9, 0, 1724, 1, 8, 9
O=C(N/N=C/c1c(O)n(C2CC2)c(=S)[nH]c1=O)c1ccccc1O
    1, 88, 13, 0, /, 0.9, 9, 1534, 1, 9, -8
O=C(C(=O)N1CCC2(CC1)OCCO2)c1c[nH]c2ccccc12
    0.9, 106, -6, 4, -0.11, 0.9, -1, 1373, -2, 8, -3
Cc1cccc(OP(=O)(Nc2ccc(F)cc2)Oc2cccc(C)c2)c1
    1.1, 109, -4, 0, 0.054, 0.6, 5, 1511, -4, 35, -2
C=C(C)CSc1nnc([C@@H](N)Cc2c[nH]c3ccccc23)o1
    1, 90, 16, 9, /, 1.1, 6, 1427, 13, -6, 7
CCC12CN3CC(CC)(CN(C1)C3c1cccnc1)C2=O (stereo not drawn)
    1, 90, 15, 6, /, 1, -8, 1683, 4, -1, 6
CCN(CC)CCOC(=O)c1cc2cc(COC)ccc2o1
    1.1, 101, 4, -10, /, 0.9, -4, 1487, -3, 7, 1
CCCCNC(=O)c1c(N)n(CCCOC)c2nc3ccccc3nc12
    1, 95, 10, 3, /, 1, -3, 1605, 4, 0, 2
COc1ccc(NC(=O)N2CCC3(CC2)OCCO3)c(OC)c1
    1, 108, -4, -4, -0.62, 1.1, -5, 1466, -1, -15, 11
CN(C)P(=O)(C(Cl)=C(N1CCCCC1)N1CCCCC1)N(C)C
    1, 121, -18, -9, /, 1, 1, 1454, 5, 0, 3
C#CCN1CCN(c2ccc(F)cc2)CC1
    1.1, 101, 6, 6, 0.2, 1.1, -9, 1498, 5, -9, 4
CCOC(=O)c1ccc(N2C(=O)CC(N3CCC(C#N)(c4ccccc4)CC3)C2=O)cc1 (stereo not drawn)
    1, 104, -2, 2, 0.52, 0.9, 1, 1545, 9, 8, -5
CSc1ncc(Cl)c(C(=O)O)n1
    1, 100, 11, 1, /, 0.9, -1, 1639, -1, 9, 7
Cc1nn(Cc2ccccc2)c(C)c1C(=O)NCc1ccccc1F
    1, 110, 0, 7, 0.41, 0.9, -3, 1586, 1, 9, -6
O=C(CCN1CCOCC1)NCC(=O)Nc1ccc(Br)cc1C(=O)c1ccccc1
    1, 104, -1, 1, /, 1.1, 1, 1403, 6, -9, 9
COc1cc(/C=N/n2cnnc2)ccc1OC(=O)N(C)C
    1, 102, 1, -3, 0.1, 1.1, 2, 1606, 5, -8, 9
Cc1ccc(Cl)cc1-n1c(O)c(C=NCCCN2CCOCC2)c(=O)[nH]c1=O
    1.1, 102, 4, 1, 1.7, 1, -6, 1603, 19, 2, 8
Nc1ccc(S(=O)(=O)N2CC3CC(C2)c2cccc(=O)n2C3)cc1 (stereo not drawn)
    1.1, 105, -1, -7, /, 1, -1, 1518, 2, 0, 3
c1ccc(C2OCCN3CCCCC23)cc1 (stereo not drawn)
    1, 102, -4, -3, -0.34, 0.8, -8, 1479, -3, 22, 1
Cc1ccc(-c2nc(CS(=O)CC(=O)N3CCC4(CC3)OCCO4)c(C)o2)cc1 (stereo not drawn)
    1, 100, 4, 7, /, 1.1, 1, 1521, -4, -14, -7
Cc1nn(Cc2ccccc2)c(C)c1C=C1C(=O)NC(=O)NC1=O
    1, 109, -11, -4, /, 1.1, -6, 1564, -3, -13, 4
CSc1ccc(C(=O)C2CCCN(C)C2)cc1 (stereo not drawn)
    1.1, 93, 12, 4, 0.6, 0.9, 2, 1710, 4, 12, 11
CNC(=O)Oc1ccc(-c2cn3cc(Cl)ccc3n2)cc1
    1.1, 31, 84*, 0, /, 1, 11, 1707, 1, 4, 1
O=c1[nH]c(=O)n(Cc2ccc(F)cc2)c(O)c1C=NCC1CCCO1 (stereo not drawn)
    1, 102, 3, 11, /, 1, 0, 1618, 10, 2, 9
Cc1ccccc1-n1c(O)c(/C=N/N2CCOCC2)c(=O)[nH]c1=S
    1, 109, -6, -1, 0.51, 0.8, -6, 1521, 0, 21, -4
Cc1ccc(N2C(=O)NC(=O)/C(=C\c3ccsc3)C2=O)cc1C
    1, 110, -17, -4, /, 1, -5, 1429, 3, 3, -4
O=c1[nH]c2ccccc2c(=O)n1-c1cccc(Cl)c1
    1.1, 99, 6, 7, 0.74, 0.9, -4, 1721, 10, 10, 16
Nc1ccc2c(c1)Cc1ccccc1-2
    1, 95, 9, 0, /, 1.1, -24, 1547, 6, -10, 3
CCCCCn1c(=O)c(C(=O)NCc2ccccn2)c(O)c2ccccc21
    1.1, 88, 22, 8, 1.3, 1, -3, 1595, 15, 1, 10
CCN1CCC2(CC1)NC(CO)(CO)CO2
    1, 96, 9, 5, /, 0.9, -3, 1685, 0, 6, 9
C=Cn1ccnc1P(O)(=S)c1nc(C)c(CCOC(C)=O)s1 (stereo not drawn)
    1, 113, -3, -1, -0.93, 1, -24, 1472, -3, -1, 0
CN1CCN(/N=C/c2c(O)n(C)c(=O)n(C)c2=O)CC1
    1, 96, 11, -7, -0.38, 1.2, 2, 1480, 0, -18, -4
Cc1nc2ccccc2c(=O)n1-c1ccccc1[N+](=O)[O-]
    1, 104, 3, -10, -0.16, 1, -8, 1363, -3, 3, -1
Cc1c(C(=O)N2CCC3(CC2)OCCO3)oc2ccc(S(=O)(=O)N3CCOCC3)cc12
    1, 97, 7, 4, /, 0.9, 0, 1524, -5, 14, -3

Profiles, quoted from the list. Screens in order: TNAP act hi DEA, STAT3 act, STAT3 blocker, PPARg SRC-1 ag, ROMK mod, bIAP activator, STAT1 inh, TR-FRET SRC-2 ct, PPARg SRC-3 ag, bIAP inh, PPARg SRC-2 ag
Cc1cccc(OP(=O)(Nc2ccc(F)cc2)Oc2cccc(C)c2)c1 as listed: 1.1, 109, -4, 0, 0.054, 0.6, 5, 1511, -4, 35, -2
Nc1ccc2c(c1)Cc1ccccc1-2 as listed: 1, 95, 9, 0, /, 1.1, -24, 1547, 6, -10, 3
FC(F)(F)c1cccc(N2CCNCC2)c1 as listed: 1.1, /, /, -5, /, 0.9, /, 1457, 3, 10, 1
CN1/C(=C\C=C\C2=[N+](C)c3ccc4ccccc4c3C2(C)C)C(C)(C)c2ccccc21 as listed: 0.7, 20, 103*, 42*, /, 0.5, 72*, 3050*, 70*, /, 84*
Cc1ccc(Cl)cc1-n1c(O)c(C=NCCCN2CCOCC2)c(=O)[nH]c1=O as listed: 1.1, 102, 4, 1, 1.7, 1, -6, 1603, 19, 2, 8

New compounds follow
Each structure is followed by: TNAP act hi DEA, STAT3 act, STAT3 blocker, PPARg SRC-1 ag, ROMK mod, bIAP activator, STAT1 inh, TR-FRET SRC-2 ct, PPARg SRC-3 ag, bIAP inh, PPARg SRC-2 ag
CC(=O)OC1(c2ccccc2)CCN(C2CCCCC2)CC1C (stereo not drawn)
    1.1, /, /, 10, /, 1.1, -5, 1531, 0, -10, 0
CCCCC(=O)N/N=C/c1c(O)n(Cc2ccco2)c(=O)[nH]c1=O
    1, 91, 15, 6, /, 0.8, -1, 1628, 2, 16, 5
COc1ccc(CN2C(=O)NC(=O)/C(=C\c3cccc(OC)c3OC)C2=O)cc1
    1.1, 97, 7, -3, 0.077, 1, -1, 1715, 3, 5, 10
Cc1c(C(c2ccc(Br)cc2)c2c(O)c3ccccc3oc2=O)c(=O)n(-c2ccccc2)n1C (stereo not drawn)
    1, 93, 19, 4, -0.34, 0.9, -5, 1488, 5, 6, -3
O=C(OCC(=O)c1ccc([N+](=O)[O-])cc1)/C(=C\c1ccc(Cl)cc1)NC(=O)c1ccccc1
    1, 111, -5, 6, 0.96, 1.3, 3, 1694, 2, -30, 11
CCN(CC)CCCN=Cc1c(O)n(-c2ccccc2F)c(=O)[nH]c1=O
    1, 101, 0, 3, 0.19, 1, -2, 1522, 9, 4, 20
O=c1[nH]c(=O)n(C2CCCCC2)c(O)c1C=Nc1ccc(N2CCOCC2)cc1
    1, 96, 13, -9, 0.34, 1, 9, 1571, 2, -3, 6
Cc1ccc(N(C)C(=O)Oc2cccc3ccc(C)nc23)cc1
    1, 81, 25, 7, /, 1, -1, 1481, 2, 4, 3
CCC(=NCCO)c1c(O)n(-c2ccc(Cl)cc2)c(=O)[nH]c1=O
    1, 95, 9, -1, 0.83, 1, -4, 1645, -18, 0, -1
Cc1cccc(-n2c(-c3ccccc3)nc3ccccc3c2=O)n1
    1, 97, 5, 0, -0.21, 0.9, -2, 1480, 0, 12, -5
Cc1ccc(-c2nn(CCC#N)cc2C(=O)O)cc1C
    1.1, 108, 4, -10, -0.072, 1, 0, 1393, 4, -1, -4
COc1ccc(-c2nn(CCC#N)cc2C(=O)O)cc1
    1, 99, 6, -1, -0.63, 1.2, -13, 1654, 4, -24, 0
